LYPLA2 counter: LYPLA2 inhibitors, primary screen, counter-screen for PME1 inhibitor project, biochemical, fluorescence polarization, FP-Rh probe ABPP | recombinant LYPLA2 | Acyl-protein thioesterase 2 (Homo sapiens), O95372 | actives 0.38% (n = 320,000) | inhibition, % at 5.9 µM;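 active means inhibition above the screen-wide mean plus 3 SD, limit set per campaign, cut at about 26% in these data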;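 further: 0% = LYPLA2 with DMSO and 100% = wells lacking LYPLA2 enzyme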
pPAFAH inh: pPAFAH enzyme inhibitors, primary screen, biochemical, fluorescence polarization, human | Platelet-activating factor acetylhydrolase (Homo sapiens), Q13093 | recombinant pPAFAH, FP-rhodamine probe fluorescence polarization | inhibition, % at 3.39 µM | actives 1.5% (n = 330,000) | AID 463082, 2010;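 active means inhibition above the mean inhibition across the screen plus 3 SD, cut at about 25% in these data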;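 further: inhibitors block binding of the rhodamine activity-based probe so polarization drops; 0% = enzyme with DMSO and 100% = wells lacking pPAFAH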
PAD4 FP inh: human PAD4 inhibitors, primary screen, biochemical, fluorescence polarization, 1536-well format; recombinant PAD4, RCA probe fluorescence polarization; inhibition, % at 6.36 µM; actives 0.41% (n = 330,000);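 active means percent inhibition above a cutoff equal to the mean of all tested compounds plus 3 SD, cut at about 15% in these data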;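 further: 0% = PAD4 with RCA probe and DMSO and 100% = probe without PAD4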
PAFAH1B3 FP inh: PAFAH1B3 enzyme inhibitors, primary screen, biochemical, fluorescence polarization, human; inhibition, % at 3.39 µM; recombinant PAFAH1B3, FP-rhodamine probe; actives 0.28% (n = 340,000); AID 492972, 2010; Platelet-activating factor acetylhydrolase IB subunit alpha1 (Homo sapiens), Q15102;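 active means inhibition above the screen-wide average of all tested compounds plus 3 SD, cut at about 25% in these data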;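 further: 0% = enzyme with DMSO only and 100% = wells lacking PAFAH1B3 protein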
Target sequence (Q15102 whole entry, looked up): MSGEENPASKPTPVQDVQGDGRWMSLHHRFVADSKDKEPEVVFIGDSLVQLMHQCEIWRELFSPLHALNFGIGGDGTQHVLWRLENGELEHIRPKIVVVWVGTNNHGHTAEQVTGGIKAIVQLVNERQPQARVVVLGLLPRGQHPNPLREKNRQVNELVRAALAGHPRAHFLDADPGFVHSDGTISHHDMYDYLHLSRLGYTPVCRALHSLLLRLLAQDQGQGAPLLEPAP
GSTO1 inh: inhibitors of recombinant GSTO1, primary screen, counter-screen for RBBP9 inhibitor project, biochemical, fluorescence polarization. Glutathione S-transferase omega-1 (Homo sapiens), P78417. activity-based probe fluorescence polarization. actives 1.1% (n = 300,000). inhibition, % at 5.96 µM;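 active means inhibition above the campaign mean inhibition plus 3 SD, cut at about 35% in these data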;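 further: 0% = GSTO1-1 with DMSO and 100% = wells lacking GSTO1-1 enzyme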
LYPLA1 inh: LYPLA1 inhibitors, primary screen, counter-screen for PME1 inhibitor project, biochemical, fluorescence polarization, FP-Rh probe ABPP; Acyl-protein thioesterase 1 (Homo sapiens), O75608; recombinant LYPLA1; inhibition, % at 5.9 µM; actives 0.16% (n = 320,000); AID 2174, 2009;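 active means inhibition above the mean of all tested compounds plus 3 SD, set per campaign, cut at about 14% in these data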;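 further: inhibitors block serine hydrolase probe labeling of LYPLA1 so polarization falls; 0% = enzyme with DMSO and 100% = wells lacking LYPLA1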
PREPL inhibitor: PREPL enzyme inhibitors, primary screen, biochemical, fluorescence polarization; inhibition, % at 5.96 µM; actives 0.68% (n = 320,000); Prolyl endopeptidase-like (Homo sapiens), Q4J6C6; recombinant PREPL, fluorescence polarization activity-based probe; in the data active means inhibition above about 43%;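 further: 0% = enzyme with DMSO and 100% = wells lacking enzyme; many of its hits are not listed in these tables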
Target sequence (Q4J6C6 whole entry, looked up): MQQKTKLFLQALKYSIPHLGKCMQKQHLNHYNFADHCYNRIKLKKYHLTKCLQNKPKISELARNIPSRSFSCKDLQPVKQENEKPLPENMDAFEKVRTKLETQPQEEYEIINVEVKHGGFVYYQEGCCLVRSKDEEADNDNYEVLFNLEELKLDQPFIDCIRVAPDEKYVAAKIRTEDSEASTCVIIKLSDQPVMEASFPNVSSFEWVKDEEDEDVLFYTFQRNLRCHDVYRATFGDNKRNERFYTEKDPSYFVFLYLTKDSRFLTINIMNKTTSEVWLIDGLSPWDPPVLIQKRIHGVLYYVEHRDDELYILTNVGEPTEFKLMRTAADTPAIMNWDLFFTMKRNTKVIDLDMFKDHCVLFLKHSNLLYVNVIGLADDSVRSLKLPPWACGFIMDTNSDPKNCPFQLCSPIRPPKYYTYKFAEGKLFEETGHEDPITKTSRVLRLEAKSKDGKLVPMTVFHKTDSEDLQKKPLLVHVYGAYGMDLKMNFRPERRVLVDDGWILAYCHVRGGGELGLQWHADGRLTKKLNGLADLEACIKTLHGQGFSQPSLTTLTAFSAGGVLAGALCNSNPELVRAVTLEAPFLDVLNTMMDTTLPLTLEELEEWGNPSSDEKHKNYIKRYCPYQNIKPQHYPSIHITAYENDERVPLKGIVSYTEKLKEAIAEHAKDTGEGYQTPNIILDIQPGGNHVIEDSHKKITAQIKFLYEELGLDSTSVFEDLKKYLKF
PAFAH1B2 inh: PAFAH1B2 enzyme inhibitors, primary screen, biochemical, fluorescence polarization, human; Platelet-activating factor acetylhydrolase IB subunit alpha2 (Homo sapiens), P68402; recombinant PAFAH1B2, FP-rhodamine activity probe; inhibition, % at 3.39 µM; actives 1.2% (n = 340,000);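 active means inhibition above the mean of all tested compounds plus 3 SD, cut at about 24% in these data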;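 further: 0% = enzyme with DMSO and 100% = wells lacking PAFAH1B2; many of its hits are not listed in these tables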
PME-1 inh: PME-1 inhibitors via competitive probe labeling, primary screen, biochemical, fluorescence polarization, FP-Rh probe, HTS; inhibition, % at 5.9 µM; recombinant PME-1; actives 0.53% (n = 320,000); Protein phosphatase methylesterase 1 (Homo sapiens), Q9Y570;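 active means inhibition above the campaign mean of all compounds plus 3 SD, cut at about 26% in these data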;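 further: competitive labeling of PME-1 active site by serine hydrolase directed probe; 0% = PME-1 with DMSO and 100% = wells lacking PME-1 enzyme; inhibitors block probe labeling so polarization falls and inhibition rises; many of its hits are not listed in these tables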
Starred values were filed as active, the others as inactive; · = not tested or not shown. This is a subset; count on the stated rates, not on these rows.

compound	LYPLA2 counter	pPAFAH inh	PAD4 FP inh	PAFAH1B3 FP inh	GSTO1 inh	LYPLA1 inh	PREPL inhibitor	PAFAH1B2 inh	PME-1 inh
CC1CCCCN1c1nnc(NC(=O)c2cc(-c3ccc(Br)cc3)on2)s1 (centres undefined)	6	11	-5	4	3	-4	9	16	-1
COc1cc(OC)cc(C(=O)NC(=S)N(Cc2ccccc2)C(C)C)c1	-3	-3	5	10	-8	-3	22	12	2
CCN(CC(=O)N1CCCCC1)S(=O)(=O)c1ccccc1	1	-1	1	6	2	2	-1	-6	1
CCC(=O)N1N=C(c2cccs2)CC1c1ccc(C)cc1 (centres undefined)	3	0	0	9	0	-2	1	-2	9
CCOC(=O)CNC(=O)N1CCCC(C(=O)c2cc(C)c(OC)c(C)c2)C1 (centres undefined)	-6	5	-5	0	-8	1	-2	1	1
COc1cc2c(cc1OC)CN(CC(=O)Nc1ccc(C)cc1)CC2	1	-1	-1	10	8	-1	14	-3	6
COc1ccc2oc(=O)c(-c3ccccc3C(=O)N3CCOCC3)cc2c1	-3	-1	3	-1	4	0	1	-1	6
COC(=O)N/N=C\c1ccc(-c2cc(Cl)c(Cl)cc2Cl)o1	-2	-4	-5	2	-1	-2	9	-1	2
O=C(NCCc1c[nH]c2ccccc12)/C(=C/c1cccnc1)NC(=O)c1ccccc1	3	2	-1	-1	3	0	-6	0	2
O=C(O)C1C2C=CC(C2)C1C(=O)Nc1ccc(Cl)c(Cl)c1 (centres undefined)	0	7	0	4	1	2	-4	4	5

A second format for 3 compounds above:
> CC1CCCCN1c1nnc(NC(=O)c2cc(-c3ccc(Br)cc3)on2)s1 (centres undefined)
  LYPLA2 counter = 6
  pPAFAH inh = 11
  PAD4 FP inh = -5
  PAFAH1B3 FP inh = 4
  GSTO1 inh = 3
  LYPLA1 inh = -4
  PREPL inhibitor = 9
  PAFAH1B2 inh = 16
  PME-1 inh = -1
> COc1cc(OC)cc(C(=O)NC(=S)N(Cc2ccccc2)C(C)C)c1
  LYPLA2 counter = -3
  pPAFAH inh = -3
  PAD4 FP inh = 5
  PAFAH1B3 FP inh = 10
  GSTO1 inh = -8
  LYPLA1 inh = -3
  PREPL inhibitor = 22
  PAFAH1B2 inh = 12
  PME-1 inh = 2
> CCN(CC(=O)N1CCCCC1)S(=O)(=O)c1ccccc1
  LYPLA2 counter = 1
  pPAFAH inh = -1
  PAD4 FP inh = 1
  PAFAH1B3 FP inh = 6
  GSTO1 inh = 2
  LYPLA1 inh = 2
  PREPL inhibitor = -1
  PAFAH1B2 inh = -6
  PME-1 inh = 1

The results go on.
compound	LYPLA2 counter	pPAFAH inh	PAD4 FP inh	PAFAH1B3 FP inh	GSTO1 inh	LYPLA1 inh	PREPL inhibitor	PAFAH1B2 inh	PME-1 inh
COc1ccc(S(=O)(=O)N(CC(=O)N2CCCC2)Cc2ccccc2)cc1	2	-3	-4	5	15	-1	-2	-1	7
O=C(CNCc1ccco1)Nc1cc(S(=O)(=O)N2CCOCC2)ccc1N1CCOCC1	·	-4	-1	6	·	·	4	-1	·
C=C(C)C(=O)N1CC2(CC(c3cccc(NC(=O)CC)c3)=NO2)C[C@H]1C(N)=O (some centres undefined)	7	-2	0	-3	5	3	10	-1	-1
CCOC(=O)C1CCN(C(=O)CN(c2cc(Cl)ccc2OC)S(=O)(=O)c2ccccc2)CC1	7	-1	5	-2	4	1	13	4	3
O=C(c1cccnc1)N1C2C=CC(C2)C1(C(F)(F)F)C(F)(F)F (centres undefined)	5	1	1	-1	1	2	-6	1	-4
Cc1ccc(C(=O)Nc2nnc(COc3ccccc3)s2)cc1	11	0	-5	4	1	5	-4	8	-6
CCN(CC)C(=S)SCC(=O)Nc1nc(-c2ccccc2)c(-c2ccccc2)o1	-12	-1	0	-5	-8	-14	13	-8	-9
CC(=O)Oc1ccc(C(C)=O)c2c1OCCO2	-2	5	3	-3	4	1	9	2	-2
Cc1ccc2c(c1)C(=C(C#N)C#N)C(=O)N2CCN1CCCCC1	0	3	-2	-1	9	-3	27	-7	8
CCOC(=O)C1=C(C)N(c2ccc(C)cc2)C(=O)/C1=C\c1ccc(O)c(OC)c1	6	7	-4	5	46*	4	-1	4	1
CCOC(=O)CNC(=S)SC	0	-1	-1	10	5	0	-2	9	-8
COc1ccc(C2c3c(oc4ccccc4c3=O)C(=O)N2CCCN2CCOCC2)cc1 (centres undefined)	8	-2	3	·	6	-4	5	·	1
COC(=O)C(C)Oc1ccc(=O)[nH]n1 (centres undefined)	9	-1	-9	-6	-13	3	7	-3	-3
Cc1ccc(OCCC(=O)NCCc2ccc(S(N)(=O)=O)cc2)cc1	4	2	-7	11	0	-1	-6	9	-5
O=C(Nc1cc2c3c(c1)CC(=O)N3CCC2)c1cccc(F)c1	4	7	1	2	14	3	5	1	2
CC(C)(C)NC(=O)COC(=O)c1ccc(Cl)nc1	-4	6	5	-1	3	-2	-1	-3	-4
COC(=O)c1ccccc1NC(=O)COC(=O)CSCC(=O)N1CCOCC1	-5	-1	-2	14	-2	-3	2	8	-2
Cc1ccc(NC(=O)CC(O)(C(F)(F)F)C(F)(F)F)cc1	2	8	1	8	-5	5	-9	-2	1
NC(=O)c1ccc(N2CCOCC2)nc1	-3	-1	-1	10	4	0	-3	3	-1
Cc1ccc(-c2cc(C#N)c(=O)n(Cc3c(Cl)cccc3Cl)c2)cc1	-2	4	0	8	-1	0	-6	3	6

Of the compounds above, 3 have fluorine.
compound	LYPLA2 counter	pPAFAH inh	PAD4 FP inh	PAFAH1B3 FP inh	GSTO1 inh	LYPLA1 inh	PREPL inhibitor	PAFAH1B2 inh	PME-1 inh
O=C(c1cccnc1)N1C2C=CC(C2)C1(C(F)(F)F)C(F)(F)F (centres undefined)	5	1	1	-1	1	2	-6	1	-4
O=C(Nc1cc2c3c(c1)CC(=O)N3CCC2)c1cccc(F)c1	4	7	1	2	14	3	5	1	2
Cc1ccc(NC(=O)CC(O)(C(F)(F)F)C(F)(F)F)cc1	2	8	1	8	-5	5	-9	-2	1

The list goes on.
compound	LYPLA2 counter	pPAFAH inh	PAD4 FP inh	PAFAH1B3 FP inh	GSTO1 inh	LYPLA1 inh	PREPL inhibitor	PAFAH1B2 inh	PME-1 inh
Cc1ccc(NC(=O)C2CC(=O)NC(Nc3cccc(C)c3)=N2)cc1 (centres undefined)	-5	-2	1	11	2	-1	-12	2	-4
Cc1c(=O)n(OCc2ccc(Cl)cc2)c2ccccc2[n+]1[O-]	-4	3	-3	0	11	-1	-3	-1	0
COc1ccccc1N1CCN(C(CNC(=O)C2CCCCC2)c2cccnc2)CC1 (centres undefined)	5	2	6	-3	3	-3	-3	4	-1
COC(=O)c1sccc1S(=O)(=O)NC(C)c1cnn(-c2ccc(OC)cc2)c1C (centres undefined)	3	12	-3	-1	5	-2	-8	-6	-1
S=C(NCCc1ccccn1)NC1CCCCC1	0	0	1	4	5	-3	6	5	2
O=C(O)c1cccc(Nc2nc3ccccc3nc2NS(=O)(=O)c2cccs2)c1	-4	5	1	6	-13	-1	6	4	-9
Cc1cc(=O)n2nc(N3CCC(C(=O)NCCc4ccc(Cl)cc4)CC3)sc2n1	5	6	2	6	-2	-3	32	1	-3
CCC(=O)Nc1sc2c(c1C#N)CC(C)(C)NC2(C)C	-3	-1	-3	0	-7	-1	-6	1	-1
COc1cc(NC(=O)COc2ccccc2[N+](=O)[O-])ccc1NC(=O)c1ccco1	6	13	-2	7	7	0	-3	2	8
Cc1ccccc1CC1SC(N)=NC1=O (centres undefined)	0	2	0	10	4	0	-6	3	-7
CC(C)N1C(=O)/C(=C\c2nc3ccccc3c(=O)n2-c2ccccc2)c2ccccc21	-1	3	13	4	6	-3	6	6	2
CCCN1Cc2cccc(C(=O)NCc3ccc(C)cc3)c2C1=O	4	6	-1	1	0	2	-1	0	9
O=C(CCc1nnc(CCC2CCCCC2)o1)NCCc1cccnc1	7	2	-3	7	-2	4	13	4	4
CCC/C=N/NC(=O)c1cccc(Br)c1	1	4	-3	1	3	-2	14	-1	-16
CCOC(=O)c1sc(NC(=S)NC(=O)C23CC4CC(CC(C4)C2)C3)cc1C	-3	0	-4	9	3	1	-2	-2	-7
Cc1noc(/C=C/N(C)C)c1S(=O)(=O)N1CCCC(C(=O)Nc2ccccc2F)C1 (centres undefined)	5	-9	-12	-1	-6	-5	8	3	3
Cc1n[nH]c(=O)c2c(NC(=O)CSc3nc4ccccc4c(=O)n3C(C)C)oc(C)c12	8	-2	1	10	3	-2	-8	3	-2
Cc1ccc(C(=O)C(C)OC(=O)Cn2[nH]c(=O)c3ccccc3c2=O)cc1C (centres undefined)	4	3	-4	-2	2	-4	-9	-1	-4
Cc1cc(OCC(=O)NCCO)cc(C)c1Cl	2	3	1	4	-5	2	-2	-4	1
CCS(=O)(=O)CCSC(=N)N	0	2	0	2	3	-2	24	2	3
O=C(NCCc1ccccc1)C(=S)N1CCCCC1	2	-1	2	3	7	2	-4	7	5
CC1CCc2sc(C(=O)NC3CCCCC3)cc2C1 (centres undefined)	-1	1	0	0	·	-2	2	-6	1
CCCC(c1nnnn1C(C)(C)CC)N(CCCO)Cc1cc2cc(C)cc(C)c2[nH]c1=O (centres undefined)	-5	3	-2	-1	-8	-2	14	0	-2

Source: PubChem BioAssay (The Scripps Research Institute Molecular Screening Center)
